DAX1 inh-1: inhibits human nuclear receptor DAX1; HEK293 Gal4-DAX1 luciferase reporter, luminescence; AID 504766; 340,000 compounds, 0.99% hits; P51843; inhibition, % at 6.75 µM;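 active = inhibition above the mean over all tested compounds plus 3 SD, cut at about 4.2% in these data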;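 also: 0% = DAX1-transfected cells with DMSO and 100% = empty-vector control cells with DMSO; inhibition shows as a rise in luminescence from relieved DAX1 repression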
ADAM10 inh: inhibits human ADAM10; AID 720582; inhibition, % at 7 µM; 370,000 compounds, 0.62% hits; recombinant ADAM10, EDANS/DABCYL FRET peptide cleavage, 3 h; O14672;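 active = inhibition above a per-campaign cutoff equal to the mean of compounds falling between control-based bounds plus 3 SD, cut at about 20% in these data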;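 also: 0% = DMSO wells while the 100% control is not disclosed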
Target sequence (O14672 214-748 limits assumed): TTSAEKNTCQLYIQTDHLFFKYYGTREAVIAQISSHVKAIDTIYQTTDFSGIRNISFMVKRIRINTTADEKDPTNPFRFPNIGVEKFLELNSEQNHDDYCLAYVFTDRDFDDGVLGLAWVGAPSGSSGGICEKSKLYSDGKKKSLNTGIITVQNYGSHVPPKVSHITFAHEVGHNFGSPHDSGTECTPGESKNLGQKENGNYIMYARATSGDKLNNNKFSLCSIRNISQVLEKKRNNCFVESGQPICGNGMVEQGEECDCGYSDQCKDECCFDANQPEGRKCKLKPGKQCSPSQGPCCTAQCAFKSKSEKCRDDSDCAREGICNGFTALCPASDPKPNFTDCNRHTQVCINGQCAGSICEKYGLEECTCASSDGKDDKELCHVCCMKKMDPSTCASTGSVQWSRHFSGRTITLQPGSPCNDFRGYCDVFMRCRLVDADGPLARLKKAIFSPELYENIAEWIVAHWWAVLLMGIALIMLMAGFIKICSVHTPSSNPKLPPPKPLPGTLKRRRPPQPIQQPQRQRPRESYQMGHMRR
ssDAF12 agonist: activators of S. stercoralis DAF-12 nuclear receptor; HEK293 ssDAF-12/GRIP1 lit1-tk-luc reporter, luminescence; % of 3 µM dafachronic acid response; activation, % at 6.8 µM; 370,000 compounds, 1% hits; AID 652126;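 active = activation above the mean over all tested compounds plus 3 SD, cut at about 0.9% in these data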;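 also: 0% = DMSO-only wells and 100% = 3 µM delta7-dafachronic acid wells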
sPLA2-III inh: Blocks human group III sPLA2 activity | AID 743126 | Q9NZ20 | inhibition, % at 12.2 µM | 370,000 compounds, 0.56% hits | QFRET BODIPY PC-A2 liposome hydrolysis, fluorescence;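 active = inhibition above mean plus 3 SD of compounds lying within the high and low control bounds, cut at about 19% in these data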;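 also: 0% = median of test compound wells and 100% = no enzyme DMSO wells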
Target sequence (Q9NZ20 whole entry, looked up): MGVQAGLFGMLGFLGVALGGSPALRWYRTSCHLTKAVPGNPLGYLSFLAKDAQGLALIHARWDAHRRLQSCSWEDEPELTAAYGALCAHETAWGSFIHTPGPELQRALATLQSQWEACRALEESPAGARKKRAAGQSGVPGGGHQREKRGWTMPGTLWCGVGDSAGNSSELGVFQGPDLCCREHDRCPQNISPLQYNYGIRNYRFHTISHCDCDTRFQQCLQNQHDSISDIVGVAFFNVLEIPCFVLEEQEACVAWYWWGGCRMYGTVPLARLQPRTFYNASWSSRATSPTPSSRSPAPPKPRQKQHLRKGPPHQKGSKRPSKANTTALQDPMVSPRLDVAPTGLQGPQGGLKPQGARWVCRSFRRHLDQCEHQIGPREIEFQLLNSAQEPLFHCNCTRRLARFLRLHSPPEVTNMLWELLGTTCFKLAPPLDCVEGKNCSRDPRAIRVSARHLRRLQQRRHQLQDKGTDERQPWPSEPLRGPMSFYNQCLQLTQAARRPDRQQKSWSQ
DAX1 inh-2: blocks DAX1 repression of SF-1 activated StAR promoter. HEK293T StAR-luciferase reporter, SF-1/DAX-1 repression relief. inhibition, % at 6.8 µM. 370,000 compounds, 1.1% hits. AID 652010;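 active = inhibition above the mean over all tested compounds plus 3 SD, cut at about 3.6% in these data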;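 also: 0% = DAX-1 cells with DMSO and 100% = cells lacking DAX-1 with DMSO; higher inhibition means more luminescence from relief of DAX-1 repression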
ADAM17 inh: inhibitors of human ADAM17; 370,000 compounds, 0.83% hits; inhibition, % at 6.95 µM; recombinant ADAM17, EDANS/DABCYL FRET peptide cleavage; P78536;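 active = inhibition above the mean of compounds lying between control limits plus 3 SD, set per campaign, cut at about 8.5% in these data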;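 also: 0% = DMSO-only wells as the low control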
hgDAF-12 ag: agonists of H. glycines DAF-12 nuclear receptor | HEK293 GAL4-hgDAF12 UAS-luciferase reporter, agonist luminescence; normalized to butyrate control | activation, % at 6.8 µM | 370,000 compounds, 1.8% hits;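 active = activation above a cutoff set at the mean of all screened compounds plus 3 SD, cut at about 10% in these data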;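 also: 0% = DMSO wells and 100% = sodium butyrate wells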
hcDAF-12 act: activators of H. contortus DAF-12 nuclear receptor | HEK293 hcDAF-12 lit1-tk-luc reporter, luminescence; 0% DMSO, 100% Δ7-dafachronic acid | 370,000 compounds, 1.4% hits | AID 652067 | activation, % at 6.8 µM;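 active = activation above the mean of all tested compounds plus 3 SD, cut at about 5.5% in these data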;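 also: 100% = response to 3 µM Δ7-dafachronic acid high control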
PLC-gamma1 inh: blocks human PLC-gamma1 enzyme activity; P19174; purified PLC-gamma1, fluorogenic substrate, fluorescence; inhibition, % at 12.2 µM; 370,000 compounds, 0.84% hits; AID 720700; in the data active = inhibition above about 9.5%
PLCb3 inh: blocks human PLC-beta3 enzyme activity; Q01970; Purified PLC-beta3, fluorogenic substrate, fluorescence; inhibition, % at 12.2 µM; 370,000 compounds, 0.18% hits; AID 720704; in the data active = inhibition above about 11%;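 also: 0% = median of compound wells on plate and 100% = full blocker control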
GAA850 FXN act: increases GAA850 frataxin promoter reporter activity; HEK293 lucGAA850 FXN promoter luciferase reporter, 24 h; percent of 10 µM SAHA response; activation, % at 6 µM; 360,000 compounds, 0.56% hits; AID 540364;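 active = activation above the average of all compounds screened plus 3 SD, cutoff fixed separately per campaign, cut at about 7.5% in these data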;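 also: 0% = DMSO wells and 100% = 10 µM SAHA wells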
Active calls of the source: *; . = no result given. Outcome played no part in choosing rows; about 6.9% have a hit in one of these screens.

SMILES	DAX1 inh-1	ADAM10 inh	ssDAF12 agonist	sPLA2-III inh	DAX1 inh-2	ADAM17 inh	hgDAF-12 ag	hcDAF-12 act	PLC-gamma1 inh	PLCb3 inh	GAA850 FXN act
CC1CCc2sc(C(=O)NNS(=O)(=O)c3ccc(F)c(F)c3F)cc2C1 (stereo unspecified)	-0.3	-3	-1.2	-31	-2.9	-4	-1.5	0.0	-1	-2	-1.7
O=S(=O)(NCc1ccccc1)c1ccc(S(=O)(=O)N2CCCCC2)cc1	-0.7	1	-1.7	1	-0.2	-1	0.9	-0.7	2	4	-0.1
CCOC(=O)C1CCN(C(=O)c2ccccc2N(C)S(C)(=O)=O)CC1	2.2	-3	-0.4	6	-0.3	0	1.5	-0.3	1	2	2.1
COc1ccc(N2CCN(c3ccc([N+](=O)[O-])cc3Cl)CC2)cc1	-0.2	-1	-1.1	8	0.7	2	-0.2	-0.4	6	5	-0.3
CCN(Cc1ccc(N(C)C)cc1)C(C)C(=O)Nc1ccc(S(=O)(=O)N2CCCC2)cc1 (stereo unspecified)	0.7	-3	-0.5	9	-1.5	4	2.5	0.3	4	-3	0.5
O=C(COc1ccc2c3c(c(=O)oc2c1)CCC3)c1ccc2c(c1)OCO2	0.0	-50	-0.4	-1	-0.2	-18	2.0	-1.4	-11	-9	1.4
CCc1ccc(-c2nc(CS(=O)CC(=O)NCc3ccc4c(c3)OCO4)c(C)o2)cc1 (stereo unspecified)	-0.1	2	-0.1	0	-0.9	-2	1.8	2.6	-3	-15	-0.8
Cc1ccc(S(=O)(=O)N(CC(=O)NCc2ccncc2)Cc2ccccc2F)cc1	-0.2	4	-1.4	4	0.0	-1	-1.7	-0.9	-1	-8	1.0
CC(=O)c1c(C)[nH]c(C(=O)COC(=O)c2cccs2)c1C	0.8	-7	-0.6	7	-1.1	-5	3.8	0.1	4	-1	2.8
COc1cc(C2c3c(-c4cc(Cl)c(C)cc4O)n[nH]c3C(=O)N2Cc2cccnc2)ccc1O (stereo unspecified)	0.2	21*	-1.7	-56	-1.2	5	-6.7	-3.0	-10	-9	4.2
CC(=O)Nc1cccc(NS(=O)(=O)c2c(C)noc2C)c1	-0.6	-13	0.1	6	-1.1	-5	-0.4	-1.5	3	1	1.6
C#CCOC(=O)c1ccccc1C(=O)OCC#C	0.6	6	-1.3	10	-0.3	1	-0.4	0.1	3	5	1.8
O=C(CCOc1ccccc1)Nc1cccc([N+](=O)[O-])c1	1.5	-4	-1.7	5	0.5	5	-2.5	-0.9	4	3	-1.0
CCN(CC)S(=O)(=O)c1cccc(C(=O)N/N=C/c2cc(OC)c(O)c(OC)c2)c1	1.3	5	-1.0	-9	-0.6	1	-1.4	-2.1	1	-3	0.7
O=C(c1ccc2ccccc2n1)N1CCN(c2ccccn2)CC1	0.6	7	-0.3	0	-0.3	-2	-1.3	3.5	0	1	-0.3
COc1ccc(OCC(=O)NCCCNC(=O)COc2ccc(OC)cc2)cc1	0.2	-5	-1.0	10	0.1	-1	0.9	-0.2	0	-1	0.8
Cn1c(=O)[nH]c(=O)c2c1nc(Br)n2CCC(=O)c1ccccc1	0.0	-17	-0.6	0	0.0	-9	-1.4	0.3	-3	0	1.9
CC1CC2=C(C(=O)O1)C(c1ccc(Cl)cc1)Nc1ccccc1N2 (stereo unspecified)	-1.2	-1	-0.7	0	0.1	3	2.2	1.4	-3	0	3.8
CC(Sc1nncn1C)C(=O)Nc1ccc(Cl)cn1 (stereo unspecified)	2.9	-8	-1.0	11	-0.5	-3	1.2	-1.2	-1	1	-1.5
O=C(Nc1ncccn1)c1cc(-c2ccc(F)cc2)nc2ccccc12	1.2	-40	-1.8	-1	-0.2	-15	-1.6	-0.5	-10	-18	-2.2
C=CCn1c(C2CCCCC2)n[nH]c1=S	-1.1	-12	-2.1	12	-0.1	-4	-0.7	-0.9	-1	1	2.5
Cc1ccc(OCc2n[nH]c(=S)n2-c2ccc(Br)cc2)cc1	-0.4	6	-1.6	6	-0.1	4	2.0	-0.8	0	-4	3.0
CCOC(=O)C1(CC2CC2)CCN(Cc2ccc(OC)cc2F)CC1	-0.1	1	-1.6	-9	0.5	5	2.2	0.8	8	4	-0.8
COc1cccc(-c2cnc3c(NC=O)cc(-c4ccc(OC)cc4OC)cn23)c1	.	-12	-1.3	-13	-0.1	-5	-8.5	-1.9	-21	-28	-1.3
O=C(Cc1ccc(-n2c(=O)c3ccccc3n(CC(=O)Nc3ccc(F)cc3F)c2=O)cc1)NCc1ccco1	-0.1	1	-1.7	-15	0.0	-2	-2.1	-1.1	0	-6	0.8
The list goes on.
SMILES	DAX1 inh-1	ADAM10 inh	ssDAF12 agonist	sPLA2-III inh	DAX1 inh-2	ADAM17 inh	hgDAF-12 ag	hcDAF-12 act	PLC-gamma1 inh	PLCb3 inh	GAA850 FXN act
Cc1nn(-c2ccccc2)c(C)c1-c1ccccc1O	-1.1	5	-0.6	-6	-0.2	-2	-2.6	-1.8	1	-2	1.0
O=C(NNC(=O)C1C2C=CC(C2)C1C(=O)O)c1ccccc1 (stereo unspecified)	0.9	-7	-0.4	4	1.2	0	1.4	-1.7	2	0	3.6
COc1ccc(OCC(O)Cn2c(Nc3cccc(C)c3)nc3c2c(=O)n(C)c(=O)n3C)cc1 (stereo unspecified)	2.1	1	-0.1	-1	0.0	3	0.5	1.2	7	5	0.6
Cc1ccc(NC(=O)CC2CS(=O)(=O)CC2CC(=O)Nc2ccc(C)c(C)c2)cc1C (stereo unspecified)	-0.3	3	-0.9	1	-0.2	-3	-1.0	-0.6	-3	1	-1.4
Cc1ccc(S(=O)(=O)N/N=C/c2ccccc2O)cc1[N+](=O)[O-]	-0.6	-3	-1.0	8	0.3	-4	-0.8	-0.8	-2	-5	1.2
O=C(CSc1ncnc2c1oc1ccccc12)Nc1cccc(C(F)(F)F)c1	3.5	-10	-0.5	-4	1.5	-3	0.8	2.2	-1	0	-0.7
CN(C)/C=N/c1nc2nccc(-c3ccccn3)n2n1	-0.7	-130	-0.3	-2	-0.6	-35	0.2	-0.6	-231	-282	-0.2
CC1(C)C2C/C(=N\O)C(C)(/[N+]([O-])=C/c3cccc([N+](=O)[O-])c3)CC21 (stereo unspecified)	0.8	2	-1.2	8	0.6	-4	-2.9	0.3	1	-4	2.0
COc1ccc(CCNC(=O)CN2CCOc3ccccc32)cc1OC	4.2	-14	-1.1	2	-0.8	-3	0.3	1.1	0	-1	0.1
CC(C)c1ccc(/C=N/NC(=O)CN(c2cccc(Cl)c2Cl)S(C)(=O)=O)cc1	1.2	9	-0.6	-23	-0.1	6	-0.1	0.9	-1	0	1.1
O=C1S/C(=C\c2ccc(N3CCOCC3)o2)C(=O)N1Cc1c(F)cccc1Cl	-1.8	-6	-1.1	-7	-0.3	-2	0.0	1.2	-28	-23	-0.1
CN(CC(=O)Nc1ccc(F)c(F)c1F)C1CCCCC1	-1.9	-4	-1.4	9	0.8	4	1.8	-1.2	10*	2	-0.6
CCN(Cc1cnn(C)c1)C(=O)c1cc(COc2ccc(F)cc2F)on1	3.5	-2	-1.6	-6	0.7	-4	1.5	-1.4	-1	-6	2.5
CCOC(=O)c1c(NC(=S)NC(C)=O)sc(C)c1C	-0.6	0	-0.8	5	0.0	-1	-2.3	-2.0	-1	2	-1.4
Oc1ccc(Cc2ncc(C(F)(F)F)cc2Cl)cc1	-0.2	2	-1.2	-9	-0.6	-3	-2.3	-1.0	-5	-4	-0.3
Cc1ccn(C(C)CC(=O)N2CCc3ccccc32)n1 (stereo unspecified)	0.4	-3	-0.2	1	1.2	3	2.8	6.2*	-2	-3	0.6
Cn1ccnc1C(=O)c1ccc(N)cc1	0.1	1	-1.3	-1	0.3	-2	1.8	-1.3	2	-2	0.7
CNC(=O)/C=C1\NC(C)(C)Cc2c1ccc1ccccc21	-0.4	-17	-0.8	0	-0.8	-9	0.9	-0.7	-57	-59	-1.2
CC(C)Cn1c(-c2ccco2)n[nH]c1=S	0.4	-8	-1.7	16	0.2	-2	-0.3	-2.2	-1	-2	-3.6
O=C(O)CCCN1C(=O)c2ccccc2Sc2ncccc21	0.7	1	-1.5	-2	0.0	-1	1.8	0.7	1	3	-0.1
CCCCN(C)C(=O)c1coc(=O)c2ccccc12	-1.0	2	-0.8	-1	0.4	-1	-0.8	-0.2	-9	-4	-0.4
Cc1cc(C)c(CN2CCN(C(=O)CC[C@H]3O[C@@H](n4cnc5c(NC(=O)c6ccccc6)ncnc54)[C@H](O)[C@@H]3O)CC2)c(C)c1	.	-13	-1.0	-10	0.5	3	3.1	0.0	-1	2	.
CC(C)c1nnc(SCC(=O)Nc2ccc3c(c2)OCCO3)n1C	-0.1	-6	-1.2	6	-0.6	-2	1.0	-1.0	-1	-4	0.6
COc1cccc(OC)c1OCCCN1CCC(Cc2ccccc2)CC1	0.1	4	-1.6	-12	0.4	0	-1.4	-1.8	1	-2	-2.3
CC(C)NC(=O)C1(C)CN(S(C)(=O)=O)CC(=O)N1C1CCCCCC1 (stereo unspecified)	.	0	-1.2	-1	-0.7	0	-2.0	-0.2	1	1	.
(next part)
SMILES	DAX1 inh-1	ADAM10 inh	ssDAF12 agonist	sPLA2-III inh	DAX1 inh-2	ADAM17 inh	hgDAF-12 ag	hcDAF-12 act	PLC-gamma1 inh	PLCb3 inh	GAA850 FXN act
CCC(C)c1ccc(S(=O)(=O)N2CCN(c3ccccn3)CC2)cc1 (stereo unspecified)	-1.4	5	-0.6	-2	0.2	0	-0.6	-1.3	0	-2	-0.9
CCOc1cc(N2CCOCC2)c(OCC)cc1NC(=O)Cn1nc(C)c([N+](=O)[O-])c1C	-1.2	1	-0.9	0	4.7*	6	2.1	-1.5	0	1	-0.4
C=CCn1c(SCCCCCC)nc(O)cc1=O	1.0	5	-1.2	-2	-0.4	1	2.4	-1.7	-1	-3	1.5
COc1ccc(-c2nsc(SCC(=O)Nc3ccc4c(c3)OCO4)n2)cc1	0.5	-7	0.3	7	-0.2	1	-0.1	2.1	2	2	2.0
Cc1ccccc1NC(=O)Nc1cccs1	-0.5	3	-1.0	-3	-0.5	-4	0.2	-1.4	-11	-7	1.1
Cc1cc(=O)[nH]c(SCC(=O)NC2CCCCCC2)n1	0.5	-18	-1.0	10	-1.0	-5	-1.9	0.5	1	-7	3.8
CCn1c(SCC(=O)Nc2cc(C)on2)nnc1-c1c[nH]c2ccccc12	-1.1	-2	-0.3	-1	-0.4	2	1.7	3.9	-4	-3	-0.9
Cc1csc(Sc2ccc([N+](=O)[O-])cc2C(=O)OCC(=O)NC2CCCC(C)C2C)n1 (stereo unspecified)	0.7	-3	0.0	4	0.7	-2	0.0	-1.5	4	-2	6.1
COC(=O)[C@@]12C[C@@H](CC(=O)N3CCN(C(=O)C4CC4)CC3)C(=O)N(Cc3cccc4ccccc34)C1=CCC(C)(C)C2	.	9	-0.5	-13	1.2	5	-3.2	-1.3	1	5	.

Source: PubChem
